High-throughput results (PubChem BioAssay)
TRPV1 ag: activates the human vanilloid receptor TRPV1. TRPV1-expressing cells, Fluo-8 calcium influx, agonist mode. activation, % at 8.33 µM. 0.19% of 320,000 active; in the data active = activation above about 80%; inconclusive = between about 30% and that limit; also: 0% is about no effect
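Cells expressing TRPV1 were dye-loaded with Fluo-8 and read kinetically: 10 s baseline, 3 min after compound (agonist portion), then 2 min after EC20 capsaicin (allosteric enhancer portion). Calcium-bound dye fluorescence at 480/520 nm.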
NPC1 prom act: activators of NPC1 promoter; Huh7 NPC1 promoter luciferase reporter, 24 h; Potency, µM (series often up to 9.22 µM), inactives show top-dose activation, hits mostly activators; 2.4% of 320,000 active; AID 485313;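 also: potency is read from the fitted curve at half-maximal effect; % of control where 0% means no effect; nearly all actives have a fitted effect of over 60% in size; reporter is driven by a mutant NPC1 promoter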
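In 1536-well qHTS, Huh7 cells harboring an NPC1 promoter–luciferase construct received compound for 24 h; activation was quantified by luminescence following luciferase reagent addition.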
ELG1 genotoxic: genotoxicity induction in ELG1-luciferase HEK293T cells; HEK293T ELG1-luciferase reporter, luminescence, 16 h; Potency, µM (highest dose often 46 µM), without a hit: top-dose activity change, positive = activation, usual class: activators; 1.3% of 330,000 active; also: potency is read from the fitted curve at half-maximal effect; % of control where 0% means no effect; nearly all actives have a fitted effect of over 60% in size
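Quantitative HTS format in 1536-well plates. HEK293T ELG1-luciferase reporter cells receive test compound and are incubated 16 hr at 37 °C, 5% CO2; ONE-Glo added, 30 min room temperature, then luminescence read.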
p53 reactivator: restores transcriptional activity of mutant p53. H1299 p53-A138V BP100-luciferase reporter, luminescence, 24 h. Potency, µM (top dose mostly 92.2 µM), for the others: top-dose activity change, positive = activation, usual class: activators. 0.063% of 320,000 active. AID 504706; also: potency is read from the fitted curve at half-maximal effect; % of control where 0% means no effect; nearly all actives have a fitted effect of over 45% in size
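H1299 (p53-null), stable ts p53-A138V + BP100-Luc; 1000 cells/well, Opti-MEM/10% FBS; cpd 4 pt, 1:5; 24 h, 37 deg C, 5% CO2; detection reagent 10 min RT; luminescence.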
FLuc counter: firefly luciferase modulation, counter-screen for miR-21 project; 6.9% of 360,000 active; P08659; AID 588342; purified FLuc, Km substrates, luminescence inhibition; Potency, µM (series often up to 57.5 µM), without a hit: at the highest dose activity change, negative = inhibition, hits mostly inhibitors;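 also: potency is read from the fitted curve at half-maximal effect; plate controls were vehicle for no effect and reference inhibitor for full effect; nearly all actives have a fitted effect of over 55% in size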
Target sequence (P08659 whole entry, looked up): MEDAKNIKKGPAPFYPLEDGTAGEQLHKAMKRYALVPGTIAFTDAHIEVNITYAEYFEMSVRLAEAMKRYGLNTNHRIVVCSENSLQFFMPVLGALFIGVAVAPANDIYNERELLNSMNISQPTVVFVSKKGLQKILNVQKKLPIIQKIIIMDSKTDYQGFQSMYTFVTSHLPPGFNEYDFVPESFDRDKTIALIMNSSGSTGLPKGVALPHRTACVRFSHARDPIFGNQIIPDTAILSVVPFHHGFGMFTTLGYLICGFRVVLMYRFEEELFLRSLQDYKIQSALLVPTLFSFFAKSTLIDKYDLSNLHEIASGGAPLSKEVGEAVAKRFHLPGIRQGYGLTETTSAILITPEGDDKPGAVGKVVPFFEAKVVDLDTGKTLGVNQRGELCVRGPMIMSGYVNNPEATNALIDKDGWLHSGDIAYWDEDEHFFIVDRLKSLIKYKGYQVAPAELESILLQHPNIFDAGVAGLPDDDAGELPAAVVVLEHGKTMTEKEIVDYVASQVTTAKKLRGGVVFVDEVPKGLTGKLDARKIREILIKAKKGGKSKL
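Purified P. pyralis luciferase (10nM final) with 10uM D-luciferin and 10uM ATP (Km levels) in 50mM Tris acetate pH 7.5, 10mM Mg acetate, 0.01% Tween-20, 0.05% BSA; qHTS 6-point titration, ~60 µM downward; luminescence read.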
Rab9 prom act: activates the Rab9 promoter | Huh7 Rab9 promoter-luciferase reporter, luminescence, 24 h | Potency, µM (series often up to 9.22 µM), for inactives: at the highest dose activation, negative = inhibition, hits mostly activators | 2.8% of 320,000 active; also: potency is read from the fitted curve at half-maximal effect; % of control where 0% means no effect; nearly all actives have a fitted effect of over 60% in size
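Cell-based reporter: Huh7 stable for Rab9 promoter-driven luciferase, plated in reduced-serum medium with 10% FBS at 1500 cells/well, compound-treated 24 h at 37 °C, luminescence read after 10 min reagent.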
BRCA1 expr up: activators of BRCA1 expression. MCF7-BRCA1-FFLuc reporter, luminescence, 48 h; response scale: scaled: vehicle 0%, 10 µM genistein 100%. Potency, µM (highest dose often 46.1 µM), without a hit: top-dose activation, usual class: activators. 1.1% of 380,000 active; also: potency is read from the fitted curve at half-maximal effect; nearly all actives have a fitted effect of over 80% in size; some results filed as inactive show a strong effect at the top dose
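Compounds are tested at multiple concentrations on MCF7 BRCA1-luciferase reporter cells seeded at 2000 per well; after 48 h, a single luminescence end-point is taken and curves fitted to the normalized data.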
Tb PFK inh: T. brucei PFK enzyme inhibition. O15648. T. brucei PFK, ADP-Glo luminescence. Potency, µM (doses to about 57.5 µM), inactives show at the highest dose activity, negative = inhibition, hits mostly inhibitors. 0.17% of 330,000 active;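 also: potency is read from the fitted curve at half-maximal effect; 0% = uninhibited 1x PFK enzyme wells and -100% = no-enzyme wells; nearly all actives have a fitted effect of over 60% in size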
Target sequence (O15648 whole entry, looked up): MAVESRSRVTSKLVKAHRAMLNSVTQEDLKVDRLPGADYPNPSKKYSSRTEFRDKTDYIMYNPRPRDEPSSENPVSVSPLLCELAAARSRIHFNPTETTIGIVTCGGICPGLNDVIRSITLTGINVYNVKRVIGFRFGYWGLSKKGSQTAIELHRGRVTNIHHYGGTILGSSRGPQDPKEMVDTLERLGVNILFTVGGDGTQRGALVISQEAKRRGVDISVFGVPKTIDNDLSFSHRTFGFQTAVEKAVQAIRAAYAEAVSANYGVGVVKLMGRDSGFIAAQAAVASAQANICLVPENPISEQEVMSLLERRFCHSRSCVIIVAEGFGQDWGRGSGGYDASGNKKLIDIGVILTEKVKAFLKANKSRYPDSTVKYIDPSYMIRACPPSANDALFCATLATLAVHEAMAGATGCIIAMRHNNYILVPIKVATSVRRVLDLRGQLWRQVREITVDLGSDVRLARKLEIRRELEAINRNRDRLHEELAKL
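In TEA buffer at pH 8.0 with 5 mM MgCl2, enzyme (1.25 nM) converted F6P (0.5 mM) and ATP (0.1 mM) for 45 min at room temperature. ADP product was read by luciferase luminescence.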
Gal4-VP16 FLuc: Gal4-VP16 reporter inhibition counter-screen; Drosophila S2 Gal4-VP16 UAS-luciferase, luminescence, 20 h; Potency, µM (top dose mostly 53.6 µM), without a hit: at the top dose activity, negative = inhibition, most hits filed as inhibitors; 3.5% of 310,000 active; AID 2546;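 also: Gal4-VP16 expression switched on by copper sulfate through the metallothionein promoter; potency is read from the fitted curve at half-maximal effect; % is scaled to controls: 0 for no effect and ±100 for the full control effect; nearly all actives have a fitted effect of over 50% in size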
RORg inh: ROR gamma (mouse) transcription inhibition | Drosophila S2 Gal4-RORgamma UAS-luciferase reporter, 20 h | Potency, µM (series often up to 53.6 µM), for inactives: top-dose activity change, negative = inhibition, most hits filed as inhibitors | 5.4% of 310,000 active | AID 2551; also: potency is read from the fitted curve at half-maximal effect; % is scaled to controls: 0 for no effect and ±100 for the full control effect; nearly all actives have a fitted effect of over 60% in size
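Read-out: Photinus luciferase luminescence; inhibitors lower reporter signal. Insect Schneider cells with Gal4-ROR gamma fusion under metallothionein promoter, UAS reporter; 700 uM final copper sulfate induction, 20 hr, ambient temperature.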
ELG1 repair inh: inhibitors of ELG1-dependent DNA repair in HEK293T cells; HEK293T ELG1-luciferase reporter, luminescence, 16 h; DNA damage induced by 5-fluorouridine; Potency, µM (titrated, usually from 46.1 µM), inactives show at the top dose activity change, negative = inhibition, usual class: inhibitors; 2.3% of 330,000 active; also: potency is read from the fitted curve at half-maximal effect; % is scaled to controls: 0 for no effect and ±100 for the full control effect; nearly all actives have a fitted effect of over 55% in size
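In this reporter screen, reduction of luminescence relative to DMSO vehicle indicated activity. Compounds and 5-fluorouridine were added together to 2,000 cells per well, incubated for 16 hr at 37 °C, then developed with ONE-Glo.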
The depositor's hits bear a star; ? = inconclusive; nt = not tested or not shown; [ ] = remark or other dose. Unless noted, calls follow the shape of the dose curve; as a rule, active = well fitted curve in the direction sought with a large enough effect; inconclusive = small, poorly fitted or top-dose-only effect, or another doubt; inactive = no such curve, though single readings can be large; an effect the other way counts as inactive or inconclusive. Rows were taken by chance (roughly 15% active in at least one column).

SMILES	TRPV1 ag	NPC1 prom act	ELG1 genotoxic	p53 reactivator	FLuc counter	Rab9 prom act	BRCA1 expr up	Tb PFK inh	Gal4-VP16 FLuc	RORg inh	ELG1 repair inh
COCC(=O)Nc1ccc2nc3n(c(=O)c2c1)CCCCC3	-9	21%	6%	1%	-16%	3%	22%	0%	-18%	-10%	10%
COC(=O)CSc1nnc(-c2ccc(S(=O)(=O)N3CCCC3)cc2)n1C	3	-2%	0%	8%	0%	-6%	1%	0%	-6%	9%	2%
CCN(C(=O)CSc1nnc(Cn2nnc3ccccc32)o1)c1nc(C)cs1	3	-4%	-1%	-7%	3%	-1%	-40%	-7%	-5%	-21%	?
CCn1c(SC(C)C)nnc1-c1cc(-c2ccccc2)sc1N	1	-5%	-10%	2%	?	-5%	23%	0%	7.1µM*	6.3µM*	?
CSc1ccc(CN2CCCC(N3CCN(c4ccccc4)CC3)C2)cc1 (stereo not given)	4	2%	-3%	nt	-3%	-7%	-27%	1%	-1%	-18%	-13%
COc1ccccc1NC(=S)Nc1cccc2cnccc12	-4	-7%	-5%	-4%	-1%	-12%	-25%	-1%	-6%	?	?
COc1ccc(NS(=O)(=O)c2cccc(C(=O)NNC(=O)c3ccc(O)c(Cl)c3)c2)cc1	-2	6%	2%	1%	1%	-1%	-3%	5%	nt	nt	2%
Cc1ccc(N(CCC(=O)O)S(=O)(=O)c2ccc(C)cc2)cc1	5	-1%	1%	-10%	1%	-3%	10%	-2%	-2%	-11%	-1%
CN1C(C(=O)NCC2CC2)CC2Cn3c(nc4ccccc43)C21 (stereo not given)	2	-2%	2%	3%	4%	-2%	0%	0%	nt	nt	16%
O=C(Nc1cc(C(F)(F)F)ccc1F)C1CCC1	10	-2%	0%	4%	1%[2.3 µM]	0%	-13%	-13%	-1%	24%	5%
O=C(NCc1ccccc1)c1ccc[n+]([O-])c1	-1	-2%	-1%	29%	-3%	8%	-7%	-3%	7%	1%	2%
Cc1[nH]c2ccc(C(=O)N3CCCCC3)cc2c1C	0	3.2µM*	?	19%	19µM*	3.2µM*	?	-3%	0%	7%	?
O=C(CN1CCN(C(=O)CNC(=O)c2ccc3c(c2)OCO3)CC1)Nc1ccccc1Cl	16	0%	-2%	-10%	-11%	1%	0%	-1%	nt	nt	-20%
COc1ccc(OCCOCCN2CCOCC2)cc1	0	1%	-2%	2%	0%	-1%	27%	4%	-4%	-1%	2%
COc1ccc(NC(=O)NNC(=O)c2ccc(-c3ccccc3)cc2)cc1	0	-2%	?	-13%	1%	8%	-1%	-9%	-2%	-41%	-6%
CCCCn1c(N)c(N(CCOC)C(=O)CSc2ccc([N+](=O)[O-])cc2)c(=O)[nH]c1=O	0	-1%	-1%	14%	3%	-3%	-6%	-2%	nt	nt	14%
Nc1ccccc1Sc1cc(Cl)nnc1Cl	-1	-5%	0%	2%	4%	3%	-30%	5%	0%	1%	1%
CN(C)C(=O)c1coc2nc3ccccc3nc12	2	3%	1%	17%	?	2%	-17%	0%	-3%	-15%	?
Cn1c(=O)c(C=Nc2ccccc2)c(O)c2ccccc21	3	-4%	0%	-1%	4.3µM*	0%	nt	1%	5%	11%	0%
CCc1ccc(C(=O)COC(=O)CNC(=O)c2ccco2)cc1	1	3%	0%	-10%	?	-3%	0%	0%	-1%	?	-2%
CN(C(=O)COC(=O)c1cc2ccccc2cc1O)c1ccccc1	nt	nt	0%	10%	nt	nt	5%	5%	nt	nt	-6%
COc1ccccc1Oc1ncnc2c1cnn2-c1ccccc1	9	?	?	-6%	12µM*	4µM*	?	0%	-14%	22%	?
Cc1oc(-c2ccccc2)nc1C(=O)O	5	-1%	0%	-2%	-7%	-1%	16%	0%	-3%	20%	-6%
CC12CCC(=O)N1C(C(=O)OCC(=O)Nc1ccc(S(N)(=O)=O)cc1)CS2 (stereo not given)	-2	-1%	-1%	-4%	-3%	-3%	-15%	-4%	-9%	-7%	24%
CSc1ncccc1C(=O)NCC(=O)Nc1ccc(F)c(F)c1	1	-1%	-1%	-17%	-1%	7%	-11%	-11%	-3%	14%	10%
O=C(CSc1nc2ccccc2c(=O)n1CCCN1CCOCC1)N1CCN(c2ccccc2)CC1	7	-3%	-7%	-5%	-1%	-3%	0%	-10%	-3%	10%	6%
CCOc1ccccc1/C=N/Nc1ccc(Cl)nn1	0	2%	4%	-4%	0%	2%	-77%	-3%	-17%	-24%	-1%
CC1=C(C(=O)OC2CCCC(C)C2)C(c2ccccc2)NC(=O)N1 (stereo not given)	-10	-12%	-4%	nt	1%	1µM*	-5%	1%	-14%	27%	?
Cc1ccc(NC(=O)CSCC(=O)NCc2cccc(C(F)(F)F)c2)cc1	13	-1%	0%	3%	2%	-3%	-25%	-20%	nt	nt	5%
N/C(=N\c1nc2c(c(=O)[nH]1)CCC2)Nc1ccccc1C(F)(F)F	-1	-3%	12%	-5%	6%	-7%	-46%	-3%	-9%	-5%	?
COc1cc(OC)cc(-c2ncc3ccccn23)c1	1	1%	4%	-11%	17µM*	4%	-17%	20%	-18%	4%	-4%
CCCC(=O)Nc1cc(C)c(NC(=O)Cc2ccccc2)cn1	1	-1%	1%	-1%	-1%	12%	nt	-1%	-15%	3%	6%
COCCNC(=S)N1CCC(NC(=O)C23CC4CC(CC(C4)C2)C3)CC1	0	-6%	2%	-4%	0%	2%	-16%	-6%	8%	4%	12%
COc1cc(/C=N/Nc2nc(Nc3ccccc3)nc(N3CCOCC3)n2)ccc1OC(=O)c1ccco1	-1	-6%	-10%	18%	-14%	-1%	25%	-1%	5%	-22%	?
COc1ccc(/C=C2/SC(=S)N(n3c(C)ccc3C)C2=O)cc1	1	10%	8%	4%	-7%	1%	-5%	5%	-6%	-6%	1%
Nc1c(NC2CCCCC2)c2ccccc2oc1=O	10	0%	0%	-2%	2%	-2%	-22%	7%	0%	-22%	-18%
CCOc1ccc2nc(NC(=O)C3=NNC(=O)CC3)sc2c1	?	20%	14%	1%	?	?	109%	7%	26%	21%	?
Cc1cc(C(=O)NN=C(Cc2ccccc2)Cc2ccccc2)c(C)o1	29	-2%	-3%	4%	4%	-1%	-10%	4%	?	?	-1%
O=C(Nc1ccc(CN2CCS(=O)(=O)CC2)cc1)c1ccccc1	3	-1%	0%	-2%	-10%	0%	1%	1%	-3%	1%	-13%
COc1ccc(-c2cc(C3CCN(c4ccc(C(C)=O)cc4[N+](=O)[O-])CC3)[nH]n2)cc1	nt	1%	-7%	-3%	-14%	-1%	-85%[inhibitor]	4%	?	?	?
Cc1nc([N+](=O)[O-])c(SCC(N)=O)n1Cc1ccccc1	1	-4%	-1%	8%	2%	-8%	-14%	-6%	-7%	-19%	3%

An excerpt from above in order of SMILES length, low to high.
SMILES	TRPV1 ag	NPC1 prom act	ELG1 genotoxic	p53 reactivator	FLuc counter	Rab9 prom act	BRCA1 expr up	Tb PFK inh	Gal4-VP16 FLuc	RORg inh	ELG1 repair inh
Nc1ccccc1Sc1cc(Cl)nnc1Cl	-1	-5%	0%	2%	4%	3%	-30%	5%	0%	1%	1%
COc1cc(OC)cc(-c2ncc3ccccn23)c1	1	1%	4%	-11%	17µM*	4%	-17%	20%	-18%	4%	-4%
O=C(Nc1cc(C(F)(F)F)ccc1F)C1CCC1	10	-2%	0%	4%	1%[2.3 µM]	0%	-13%	-13%	-1%	24%	5%
O=C(NCc1ccccc1)c1ccc[n+]([O-])c1	-1	-2%	-1%	29%	-3%	8%	-7%	-3%	7%	1%	2%
CN1C(C(=O)NCC2CC2)CC2Cn3c(nc4ccccc43)C21 (stereo not given)	2	-2%	2%	3%	4%	-2%	0%	0%	nt	nt	16%
CC1=C(C(=O)OC2CCCC(C)C2)C(c2ccccc2)NC(=O)N1 (stereo not given)	-10	-12%	-4%	nt	1%	1µM*	-5%	1%	-14%	27%	?
COc1cc(/C=N/Nc2nc(Nc3ccccc3)nc(N3CCOCC3)n2)ccc1OC(=O)c1ccco1	-1	-6%	-10%	18%	-14%	-1%	25%	-1%	5%	-22%	?
CCCCn1c(N)c(N(CCOC)C(=O)CSc2ccc([N+](=O)[O-])cc2)c(=O)[nH]c1=O	0	-1%	-1%	14%	3%	-3%	-6%	-2%	nt	nt	14%
